SMN2 splice enh: increases expression of the SMN2 splice variant. Potency, µM (highest dose often 46.1 µM), for inactives: at the highest dose activity change, positive = activation, most hits filed as activators. HEK293 SMN2-luciferase splicing reporter, luminescence, 30-36 h. AID 1458. actives 2.8% (n = 210,000); note: % of control where 0% means no effect; nearly all actives have a fitted effect of over 55% in size
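qHTS luciferase splicing reporter: luminescence rises when SMN2 exon 7 is included in transfected HEK293 cells. Compound exposure lasted 30-36 h at 37C, with 4.5 mM final sodium butyrate as control, followed by a ONE-Glo read.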
Lamin A splicing: modulators of lamin A splicing; Potency, µM (top dose mostly 46.1 µM), inactives show at the top dose ratio change, negative = inhibition, hits mostly inhibitors; HeLa LMNA splicing GFP/RFP minigene ratio, 48 h; actives 0.01% (n = 200,000); active = well fitted inhibition curve with a large enough effect in the signal ratio, with a control signal flat, not every such curve was filed as active; inconclusive = small, poorly fitted or top-dose-only effect, or effect the other way, or a change in a side signal; the % refers to the signal ratio; note: % is set by controls: 0 for no effect and ±100 for the full control effect
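S3 HeLa cells stably expressing lamin A-EGFP splicing minigene plus DsRed2, 600 cells/well, 48 h compound exposure at 37C. Laser-scanning cytometry; analysed as GFP (500-530 nm)/RFP (575-640 nm) total intensity ratio; 0.5% DMSO vehicle.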
Luc counter: blocks Kinase-Glo luciferase, a counter-screen artifact; Q27757; Kinase-Glo luciferase, ATP luminescence, 8 min; Potency, µM (highest dose often 38.3 µM), inactives show at the highest dose activity change, negative = inhibition, most hits filed as inhibitors; actives 0.28% (n = 200,000); AID 1379; note: % is set by controls: 0 for no effect and ±100 for the full control effect; nearly all actives have a fitted effect of over 60% in size
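Compound is pinned into ATP-containing buffer (10 uM ATP, imidazole pH 7.2, 7 mM MgCl2). Kinase-Glo luciferase reagent is then added. Light output is recorded following an 8-min room-temperature incubation.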
ALDH1A1 block: ALDH1A1 (human) enzyme inhibition. AID 1030. P00352. actives 7.3% (n = 220,000). Purified ALDH1A1, NADH fluorescence, propionaldehyde substrate. Potency, µM (highest dose often 75.3 µM), for inactives: at the highest dose activity, negative = inhibition, usual class: inhibitors; active = well fitted inhibition curve with a large enough effect, not every such curve was filed as active; inconclusive = small, poorly fitted or top-dose-only effect, or another doubt; inactive = no such curve, though single readings can be large or run the other way;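 note: plate controls were no enzyme wells and a reference inhibitor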
KDM4E inh: blocks human JMJD2E demethylase activity. Potency, µM (titrated, usually from 57.1 µM), inactives show top-dose activity change, negative = inhibition, hits mostly inhibitors. actives 1.6% (n = 230,000). JMJD2E catalytic domain, FDH-coupled NADH fluorescence (FDH is formaldehyde dehydrogenase). B2RXH2; active = well fitted inhibition curve with a large enough effect, not every such curve was filed as active; inconclusive = small, poorly fitted or top-dose-only effect, or another doubt; inactive = no such curve, though single readings can be large or run the other way;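 note: 0% = wells with enzyme and -100% = buffer wells without enzyme; nearly all actives have a fitted effect of over 50% in size; many of its hits are not listed in these tables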
L3MBTL1 block: blocks human L3MBTL1; actives 0.66% (n = 230,000); AlphaScreen L3MBTL1–H3K9me1 peptide binding; AID 485360; Potency, µM (titrated, usually from 57.1 µM), without a hit: at the top dose activity, negative = inhibition, usual class: inhibitors; note: % is set by controls: 0 for no effect and ±100 for the full control effect; nearly all actives have a fitted effect of over 60% in size
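L3MBTL1 50 nM + b-AHA-H3(1-15)K9me1 75 nM, 30 min RT; compound added, 30 min RT; streptavidin donor/Ni-chelate acceptor beads 10 ug/mL each final, 30 min RT dark; AlphaScreen read.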
RECQ1 inh: RECQ1 (human) helicase inhibition | AID 2549 | Potency, µM (series often up to 57.3 µM), for the others: at the top dose activity, negative = inhibition, hits mostly inhibitors | P46063 | RECQ1 DNA unwinding, red fluorescence kinetic read | actives 0.54% (n = 240,000);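 note: plate controls were vehicle for no effect and no enzyme for full effect; nearly all actives have a fitted effect of over 30% in size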
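RECQ1T1 50 nM; forked duplex (20 bp + 30-nt ss tails) 200 nM, ATP 2 mM final; pH 8.0, 2 mM MgCl2, 2.5 ug/ml poly(dI-dC); 15 min compound preincubation; discontinuous kinetic read over 2 h at RT.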
Tau ThT inhib: blocks human tau fibril formation measured by thioflavin T; Potency, µM (titrated, usually from 57.4 µM), for inactives: at the top dose activity, negative = inhibition, most hits filed as inhibitors; AID 1460; P10636; recombinant tau K18 P301L (four-repeat tau fragment), heparin-induced fibrillization, ThT fluorescence; actives 2.1% (n = 270,000); note: % is set by controls: 0 for no effect and ±100 for the full control effect; nearly all actives have a fitted effect of over 55% in size
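Heparin-induced fibrillization of the P301L-mutant K18 repeat-domain fragment of human tau was followed by ThT binding in quantitative high-throughput format.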
An asterisk follows results filed as active; i = inactive; ? = inconclusive; . = no result given; & = joins results of further samples; ! = a repeat was not active; [ ] = remark or other dose. Unless noted, calls come from the whole dose curve; as a rule, active = well fitted curve in the direction sought with a large enough effect; inconclusive = small, poorly fitted or top-dose-only effect, or another doubt; inactive = no such curve, though single readings can be large; an effect the other way counts as inactive or inconclusive. Potency is the fitted concentration of half-maximal effect.

Order of results – SMN2 splice enh	Lamin A splicing	Luc counter	ALDH1A1 block	KDM4E inh	L3MBTL1 block	RECQ1 inh	Tau ThT inhib
- O=C1c2ccc(O)c(O)c2C(=O)c2c(O)ccc(O)c21
  -16.3%	.	-19.5%	?	3.55µM*	.	31.6µM*	1.41µM*
- CC(=O)Nc1ccc(C(=O)O)cc1
  -0.8%	.	.	26.5%	.	-2.1%	-6.3%	.
- CCCCCCO
  8.3%	.	.	1.4%	.	-7.4%	2.6%	.
- Cc1cc(-c2ccccc2)nnc1NCCN1CCOCC1
  -19.7%	?	-1.5%	-1.9%	-10.4%	7.7%	-6.3%	-5.7%&-4.8%
- CC[C@H](Cc1c(I)cc(I)c(N)c1I)C(=O)O
  -4.4%[20.6 µM]	?	1.8%[17.1 µM]	-4.5%[20.9 µM]	-2.3%[25.5 µM]	.	-4.4%[25.9 µM]	.
- CN(C(=O)CCCOc1ccc2[nH]c(=O)ccc2c1)C1CCCCC1
  6.3%	-8.1%	-1.6%&0.3%	?	?	.	-2.1%	-7.0%&-6.3%
- CC(=O)c1ccc(S(=O)(=O)NC(=O)NC2CCCCC2)cc1
  -12.5%	?	-0.9%	-6.5%[20.9 µM]	0.0%	1.8%	-2.0%	2.1%
- CC(=O)O[C@@]1(C(C)=O)CCC2C3C=C(Cl)C4=CC(=O)C5CC5[C@@]4(C)C3CC[C@]21C (stereo partly specified)
  -9.1%	.	-8.8%	1.1%	-1.1%	.	i	?
- COc1cc(O)c2c(=O)cc(-c3ccc(OC)c(-c4c(O)cc(O)c5c(=O)cc(-c6ccc(O)cc6)oc45)c3)oc2c1
  5.4%	.	-7.9%	4.6%	?	.	i	-17.0%
- CN1CCN(CCC(=O)N2c3ccccc3Sc3ccc(C(F)(F)F)cc32)CC1
  -1.5%	-12.9%	0.0%	2.3%	4.5%	.	-9.4%	-11.0%
- CN1CCN(C(c2ccccc2)c2ccccc2)CC1
  -7.5%	?	-1.7%	-1.7%	0.6%	-23.8%	5.9%[25.9 µM]	5.6%
- CCOc1ccc(NC(=O)Cn2cc(C(=O)c3ccco3)c3ccccc32)cc1
  -5.3%&-1.8%	8.6%	-1.2%	-4.1%	?	.	-4.3%	?
- CCC[C@H](N[C@@H](C)C(=O)N1[C@@H]2CCCC[C@H]2C[C@H]1C(=O)O)C(=O)OCC
  .	.	3.3%[39.9 µM]	7.2%	.	.	i	-1.4%
- CCC(=O)O
  .	.	3.8%[39.9 µM]	2.0%	.	.	-6.4%	-4.5%
- CC12CCC(CC1)C(C)(C)O2
  -6.7%&7.9%	?	1.0%	-3.2%&-0.1%	1.2%	.	?	?
- COc1ccc(/C=C/C(=O)Nc2ccccc2C(=O)O)cc1OC
  -26.2%&-65.6%	?	-0.7%&-4.9%	-3.0%	?	5.7%	8.1%&-6.1%&14.5%	6.9%&0.6%&-8.2%
- O=C(CCN1CCC(c2ccccc2)C1)c1ccc2c(c1)OCCO2 (stereo unspecified)
  10.3%	?	-1.9%	0.112µM*	17.8µM*	.	-9.2%	?
- CC1(C)O[C@@H]2C[C@@H]3[C@H]4C[C@@H](F)C5=CC(=O)C=C[C@]5(C)[C@@]4(F)[C@@H](O)C[C@]3(C)[C@]2(C(=O)CO)O1
  .	?	2.2%[39.9 µM]	12.1%	.	.	-5.8%	-2.1%
- C[C@H](CCC(=O)O)[C@H]1CC[C@H]2[C@H]3C(CC[C@]12C)[C@@]1(C)CC[C@@H](O)C[C@H]1C[C@H]3O (stereo partly specified)
  1.6%	.	-0.3%	2.4%&-2.5%	7.4%	.	-1.5%	-5.3%&-15.1%
- CC(C(=O)O)c1ccc(C(=O)c2cccs2)cc1 (stereo unspecified)
  -11.7%	.	-17.8%	?	?	-2.5%	-6.1%	-6.7%
- CCN(CC)CCNC(=O)c1cc(Cl)c(N)cc1OC
  -22.8%	?	-1.1%	-0.7%	2.7%	5.4%	-5.6%	-8.3%&-4.8%&0.9%&6.1%
- O=C(CCNNC(=O)c1ccncc1)NCc1ccccc1
  -4.5%	?	0.0%	-1.9%	8.91µM*!	2.4%	12.1%	-12.6%&-17.7%
- O=C(O)[C@H]1[C@H]2C[C@H]3c4[nH]c5ccccc5c4CCN3C[C@@H]2CC[C@@H]1O
  .	.	-1.3%	1.4%	?	.	-5.3%	?
- Cc1c(NC(=O)c2cccnc2)c(=O)n(-c2ccccc2)n1C
  -1.5%	?	-7.8%	-2.9%	0.8%	10.1%	-2.7%[25.9 µM]	-15.8%&-2.2%
- CN1CCOC(c2ccccc2)c2ccccc2C1 (stereo unspecified)
  -42.5%[inhibitor]	.	-1.7%	-1.4%	-1.1%	.	-4.5%	-3.5%
- Cc1c(I)c(=O)n(-c2ccccc2)n1C
  .	?	3.3%[39.9 µM]	1.4%	.	.	-7.8%	-1.5%
- CC(=O)NC(Cc1ccccc1)C(=O)O (stereo unspecified)
  6.0%	-4.8%	-1.3%	-4.1%	2.3%	9.7%	i	12.9%
- C/C=C\C(=O)N(CC)c1ccccc1C
  12.5%[20.6 µM]	?	-0.1%[17.1 µM]	2.2%[20.9 µM]	6.0%[25.5 µM]	.	-0.5%[25.9 µM]	.
- CC1(C)Cc2c(sc(NC(=S)NC(=O)c3ccccc3)c2C(=O)O)CO1
  2.1%	15.5%[46 µM]	-1.8%	22.4µM*	-9.4%	-5.5%	0.9%	?
- CCOC(=O)c1ccc(N)cc1
  13.1%	?	-4.0%	9.6%	1.2%	-2.1%	-9.2%[25.9 µM]	0.9%

Carrying on:
Order of results – SMN2 splice enh	Lamin A splicing	Luc counter	ALDH1A1 block	KDM4E inh	L3MBTL1 block	RECQ1 inh	Tau ThT inhib
- C/C=C(/C)C(=O)O[C@@H]1c2c(ccc3ccc(=O)oc23)OC(C)(C)[C@@H]1OC(=O)/C(C)=C\C
  -36.4%[inhibitor]	?	-6.2%	3.4%	-24.9%	5.1%	-13.6%	-9.4%
- CC(CCC(=O)O)C1CCC2C3C(O)C[C@@H]4CC(O)CC[C@@]4(C)C3CC[C@@]12C (stereo partly specified)
  1.5%&-5.1%	.	-2.3%&-1.6%	8.4%&-2.4%	0.4%&12.7%	.	18.2%&-1.6%	-4.9%&5.3%
- O=c1cc(-c2ccc(O)cc2)oc2cc(O[C@H]3OC(CO)C(O)C(O)C3O)cc(O)c12 (stereo partly specified)
  ?	.	-0.1%	-0.8%	-9.8%	.	-0.3%	-3.3%
- CCCN[C@@H](C)C(=O)Nc1c(C)csc1C(=O)OC
  2.5%[20.6 µM]	1.5%	-1.0%[17.1 µM]	-0.1%[20.9 µM]	4.4%[25.5 µM]	.	-7.5%[25.9 µM]	.
- CC(=O)C1CCC2C3CC(C)C4=CC(=O)CC[C@@]4(C)C3C(O)C[C@@]12C (stereo partly specified)
  -15.2%	.	-10.3%	-1.0%	6.5%	.	i	0.3%
- c1ccc(CN(CC2=NCCN2)c2ccccc2)cc1
  -23.2%	?	0.7%	9.2%	?	0.4%&0.3%	-6.2%	-11.1%&-8.1%&-0.8%&4.7%
- COc1ccccc1N1CCN(CCCNc2cc(=O)n(C)c(=O)n2C)CC1
  -9.5%	?	-3.6%	2.8%	-3.1%	.	-1.9%	?
- CN(C)CCOC(=O)[C@@H](c1ccccc1)C1(O)CCCC1
  -4.0%[20.6 µM]	?	0.9%[17.1 µM]	5.2%[20.9 µM]	0.8%[25.5 µM]	.	-7.6%[25.9 µM]	.
- CC(COc1ccccc1)NC(C)C(O)c1ccc(O)cc1 (stereo unspecified)
  -4.5%&3.5%	-6.9%	-0.2%&-4.8%	3.5%&6.4%	10.0%&-3.5%	7.9%	-2.5%	-7.1%&7.2%
- CCN(CC)CCOC(=O)C1(c2ccccc2)CCCC1
  -14.3%	9.5%	-0.8%	-27.6%	-7.6%	.	4.1%	6.6%
- CCCCCCCCCCCCCCC[C@H](O)[C@H](N)CO
  0.4%	?	1.8%	3.7%	0.6%	.	-9.0%	-7.9%
- CCCn1cnc2c1c(=O)n(CCCCC(C)=O)c(=O)n2C
  15.2%&3.7%	?	-3.9%	-15.3%&-2.6%	5.2%	.	-2.0%&-3.9%	-12.1%&2.3%
- CCC(C)n1ncn(-c2ccc(N3CCN(c4ccc(OCC5COC(Cn6cncn6)(c6ccc(Cl)cc6Cl)O5)cc4)CC3)cc2)c1=O (stereo unspecified)
  .	?	1.4%[39.9 µM]	-3.7%	-4.9%&6.6%	.	-5.0%	1.41µM*
- CCOC(=O)C(CCc1ccccc1)NC(C)C(=O)N1Cc2ccccc2CC1C(=O)O (stereo unspecified)
  -3.6%	6.8%	-8.3%	-8.0%	-0.8%	.	i	-7.7%
- CC[N+](C)(CC)CCOC(=O)C(O)(c1ccccc1)C1CCCCC1 (stereo unspecified)
  -27.0%	-3.5%	-0.3%	-10.4%	-17.5%	4.4%	-9.6%	-13.5%
- O=c1[nH]c2cc(C(F)(F)F)c(N3CCOCC3)cc2n(CP(=O)(O)O)c1=O
  .	.	-2.4%[39.9 µM]	7.2%	.	.	i	-8.0%
- CCOc1ccc(C(=O)OCCN(CC)CC)cc1
  -9.4%	?	1.0%[39.9 µM]	-6.9%&7.5%	1.1%	.	-1.4%&-15.0%	-5.6%&2.7%
- C[C@]12CCC(=O)C=C1CC[C@@H]1[C@@H]2CC[C@@]2(C)[C@H]1CC[C@]2(O)C(=O)CO
  -39.6%&-38.4%[inhibitor]	?	-0.4%&-8.2%	-3.6%&7.7%	10.7%&-2.7%	33.7%[activator]	-10.3%&-9.3%	-9.6%&-2.6%

Two entries from above, in CSV form:
SMILES,SMN2 splice enh,Lamin A splicing,Luc counter,ALDH1A1 block,KDM4E inh,L3MBTL1 block,RECQ1 inh,Tau ThT inhib
CCCN[C@@H](C)C(=O)Nc1c(C)csc1C(=O)OC,2.5%[20.6 µM],1.5%,-1.0%[17.1 µM],-0.1%[20.9 µM],4.4%[25.5 µM],.,-7.5%[25.9 µM],.
CCCn1cnc2c1c(=O)n(CCCCC(C)=O)c(=O)n2C,15.2%&3.7%,?,-3.9%,-15.3%&-2.6%,5.2%,.,-2.0%&-3.9%,-12.1%&2.3%

Screening data (PubChem)

Some of the compounds tested (hit frequency here may not be typical).
